# Compound activity from PubChem.
# A3A deaminase: APOBEC3A ssDNA deaminase inhibitors, primary screen, selectivity assay for APOBEC3G inhibitor project, biochemical, FAM/TAMRA oligo cleavage fluorescence; recombinant A3A, FAM/TAMRA ssDNA deamination fluorescence; inhibition, % at 20 µM; hit rate 0.41% among 330,000;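 active means at least 40% inhibition at 20 µM here, with at most 30% in a related deaminase screen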;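 further: plate controls were A3A with DMSO for no effect and wells lacking A3A enzyme for full effect; some results filed as inactive read as strong as hits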
# Target sequence (P31941 whole entry, looked up): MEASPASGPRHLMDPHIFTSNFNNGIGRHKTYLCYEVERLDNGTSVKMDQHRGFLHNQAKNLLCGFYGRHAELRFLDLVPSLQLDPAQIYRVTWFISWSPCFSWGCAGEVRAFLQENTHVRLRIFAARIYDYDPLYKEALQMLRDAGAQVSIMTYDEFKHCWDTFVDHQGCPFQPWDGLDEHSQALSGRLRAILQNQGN
# NALP3 yeast inh: NALP3 inflammasome inhibitors in reconstituted yeast, primary screen, luminescence, uHTS | AID 2825, 2010 | hit rate 0.39% among 330,000 | Yeast reconstituted NLRP3/ASC/caspase-1, beta-gal luminescence, 24 h | inhibition, % at 10 µM;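 active means inhibition of 50% or more; inactive means inhibition below 50%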;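 further: plate controls were induced DMSO wells for no effect and uninduced yeast grown without galactose for full effect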
# mIAP activ: activators of mouse IAP, primary screen, biochemical, luminescence, uHTS; hit rate 0.24% among 330,000; AID 2805, 2010; activation factor at 10 µM; muIAP, CDP-Star luminescence, 30 min; active compounds read high; 1 = vehicle-only enzyme signal, 0 = enzyme-free wells; intestinal alkaline phosphatase [Mus musculus];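 active means activation factor of at least 2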; further: the source names both 10 and 20 µM as test concentration; values of inactives mirror those of a sister screen read the other way
#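 System: mouse IAP enzyme. Reagent: CDP-Star chemiluminescent phosphatase substrate. Benchmarks: DMSO wells, no-enzyme wells. Times: 30 min enzyme-substrate-compound incubation at room temperature. Detection: luminescence from enzymatic CDP-Star hydrolysis. Doses: test compounds delivered from DMSO solution.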
# hIAP block: human IAP inhibitors, primary screen, biochemical, luminescence, uHTS. hit rate 0.12% among 330,000. inhibition, % at 10 µM. purified IAP, CDP-Star luminescence, 30 min. Intestinal-type alkaline phosphatase (Homo sapiens), P09923;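 active means inhibition reaching a set limit with compound at 10 µM in the primary screen, cut at about 35% in these data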;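 further: plate controls were DMSO wells with enzyme for no effect and no-enzyme buffer wells for full effect; values of inactives mirror those of a sister screen read the other way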
# Target sequence (P09923 whole entry, looked up): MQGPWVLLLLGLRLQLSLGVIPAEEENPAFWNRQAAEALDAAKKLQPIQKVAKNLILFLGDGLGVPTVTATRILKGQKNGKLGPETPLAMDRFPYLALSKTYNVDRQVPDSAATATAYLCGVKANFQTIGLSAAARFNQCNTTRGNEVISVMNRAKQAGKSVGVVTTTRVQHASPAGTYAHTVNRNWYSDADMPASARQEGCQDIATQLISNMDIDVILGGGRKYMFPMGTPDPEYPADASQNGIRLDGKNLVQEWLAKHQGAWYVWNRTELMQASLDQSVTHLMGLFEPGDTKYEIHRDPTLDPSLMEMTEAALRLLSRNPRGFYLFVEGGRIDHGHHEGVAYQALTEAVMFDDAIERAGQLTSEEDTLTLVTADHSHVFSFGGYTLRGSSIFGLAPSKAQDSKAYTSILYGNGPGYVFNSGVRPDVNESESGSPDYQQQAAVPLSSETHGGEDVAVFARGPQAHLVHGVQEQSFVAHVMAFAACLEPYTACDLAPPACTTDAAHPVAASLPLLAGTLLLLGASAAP
# A3G deaminase: APOBEC3G DNA deaminase inhibitors, primary screen, biochemical, fluorescence, single-stranded DNA substrate, uHTS; DNA dC->dU-editing enzyme APOBEC-3G (Homo sapiens), Q9HC16; recombinant A3G, ssDNA deamination FAM/TAMRA fluorescence; inhibition, % at 20 µM; hit rate 0.28% among 330,000; AID 493012, 2011;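 active means inhibition of at least 40% at 20 µM, with no more than 30% in the related APOBEC3A deaminase screen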;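 further: plate controls were DMSO wells with A3G for no effect and wells lacking A3G enzyme for full effect; some compounds called inactive have numbers as strong as hits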
# Target sequence (Q9HC16 whole entry, looked up): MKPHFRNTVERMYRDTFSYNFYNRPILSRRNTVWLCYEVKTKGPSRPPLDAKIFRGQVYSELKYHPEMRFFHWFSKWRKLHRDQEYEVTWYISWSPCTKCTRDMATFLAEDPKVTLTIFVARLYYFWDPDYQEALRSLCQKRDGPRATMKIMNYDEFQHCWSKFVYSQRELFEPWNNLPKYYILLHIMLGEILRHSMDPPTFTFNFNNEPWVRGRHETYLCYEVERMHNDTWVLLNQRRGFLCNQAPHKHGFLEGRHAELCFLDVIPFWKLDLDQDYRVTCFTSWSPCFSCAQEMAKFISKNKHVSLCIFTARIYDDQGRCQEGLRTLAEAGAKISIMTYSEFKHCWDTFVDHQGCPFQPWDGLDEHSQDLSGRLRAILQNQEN
# mIAP inh: inhibitors of mouse IAP, primary screen, biochemical, luminescence, uHTS | intestinal alkaline phosphatase [Mus musculus] | AID 2806, 2010 | purified mouse IAP, CDP-Star luminescence, 30 min | inhibition, % at 10 µM | hit rate 0.2% among 330,000;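 active means inhibition of at least 40% at 10 µM in the primary screen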;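 further: plate controls were DMSO with enzyme for no effect and no enzyme wells for full effect; values of inactives mirror those of a sister screen read the other way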
# tim10-1 inh: growth inhibitors of tim10-1 mutant yeast, primary screen, luminescence, uHTS. S. cerevisiae tim10-1 ts strain growth, BacTiter-Glo, 24 h. inhibition, % at 20 µM. hit rate 2.2% among 330,000. AID 463190, 2010;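 active means inhibition of at least 40%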;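 further: mutant grown at 25 °C; 0% = DMSO wells with yeast and 100% = wells holding no yeast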
# beta cell repl: inducers of MIN6 beta-cell proliferation, primary screen, ATP luminescence, uHTS; AID 2380, 2010; MIN6 cells proliferation, ATPlite luminescence, 48 h; cells starved in 0.2% serum; 100% = growth in 10% serum; hit rate 0.29% among 330,000; proliferation, % at 10 µM;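 active means compounds whose signal lies at least 3.5 SD above the mean of all wells on their plate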;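 further: 0% = DMSO-treated cells in low-serum medium and 100% = 10% serum control; some compounds called inactive have numbers as strong as hits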
# TIM10 inh: growth inhibitors of isogenic TIM10 control yeast, primary screen, counter-screen for tim10-1 yeast inhibitor project, luminescence, uHTS. hit rate 1.4% among 330,000. inhibition, % at 10 µM. AID 463195, 2010. S. cerevisiae TIM10 strain growth, BacTiter-Glo luminescence, 24 h;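 active means inhibition of 40% or more at the single tested concentration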;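 further: wild-type TIM10 isogenic control strain grown at permissive 25 °C; 0% = DMSO yeast wells and 100% = minimal medium wells without yeast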
# Starred values were filed as active, the others as inactive; · = not tested or not shown.
SMILES,A3A deaminase,NALP3 yeast inh,mIAP activ,hIAP block,A3G deaminase,mIAP inh,tim10-1 inh,beta cell repl,TIM10 inh
O=C(OCC1CC(c2ccccc2)=NO1)c1ccco1 (stereo not given),0,16,1.1,-6,-5,-6,-16,1,-4
O=C(CSc1nnc(CNC(=O)c2ccccc2F)o1)NCc1ccco1,-5,12,1,-2,-9,-2,18,1,-9
OC1(c2cccc(C(F)(F)F)c2)CCN(CCN2CCCCC2)CC1,-2,7,1,-4,-1,-4,0,-2,-5
CN(CCOc1ccc(Cl)cc1)C(=O)C1CCN(C(=O)c2ccc(F)cc2)CC1,-3,14,0.96,2,-5,4,23,0,17
CCn1cc(C(=O)N2CCN(c3cccc(C)c3C)CC2)c(=O)c2ccc(C)nc21,0,5,1.1,1,-3,-11,-29,0,4
O=C1COc2ccccc2N1Cc1ccc(Cl)cc1,-6,-8,0.97,-26,-3,3,-13,-4,-5
Cc1nc2ccccc2c(=O)n1Cc1ccco1,4,10,0.93,-2,-8,7,9,9,14
C/C(CC(=O)Nc1ccc(C)c(Cl)c1)=N\NC(=O)c1cccc(O)c1,-1,17,0.96,0,10,4,5,-5,19
Cc1ccc(C)c(NS(=O)(=O)c2cc(C(=O)NCc3ccncc3)ccc2C)c1,2,9,1,2,-3,-3,8,-3,4
CCCOc1ccc(C2Nc3cccc4cccc(c34)N2)cc1,-4,36,0.86,7,-6,14,27,-5,-3
COc1ccc(/C=C/C(=O)OCC(=O)NC2CC2)c(OC)c1,2,18,0.97,25,-5,3,-8,-3,2
COc1ccc(OC)c(/C=C/C(=O)Nc2ccc(OC)nc2)c1,7,36,0.94,-8,10,6,1,1,2
Cc1ccc(-n2c(=O)cc(N3CCc4ccccc4C3)[nH]c2=O)cc1,-1,29,0.98,16,-4,2,1,-2,-6
O=C(NCCc1c[nH]c2ccccc12)C(=O)c1c[nH]c2ccccc12,-6,11,0.98,21,-6,2,-21,-3,11
C#CCOc1ccccc1/C=C1/C(=O)ON=C1C,3,3,0.96,-1,-2,4,27,5,10
Cc1ccc(NC(=O)CS(=O)(=O)c2cn(CC(=O)N3CCOCC3)c3ccccc23)cc1,6,-2,1,12,3,-3,-2,0,-6
COc1ccc(C(=O)Oc2cc(OC)cc(OC)c2C(C)=O)cc1,-8,5,0.86,7,-4,14,31,-3,9
Cc1ccccc1-n1nc(C)c2cc(C(=O)NC3CC3)sc21,-2,5,1.1,-7,-8,-6,-34,-3,-40
COc1ccc(CN2C(=O)CN(C3CCCCCC3)C(=O)C2c2ccc(OC)c(OC)c2)cc1 (stereo not given),-6,-9,1.1,5,-8,-6,39,-1,23
COc1ccc(NC(=O)CCCN2C(=O)C(c3ccccc3)Oc3cccnc32)c(OC)c1 (stereo not given),-3,9,1,-8,-4,-5,31,0,-10
COc1ccccc1CCNC(=O)NC1CCCCC1,-1,0,0.92,16,-4,8,11,1,14
Nc1nonc1C(=O)N1CCCC1,-3,16,1.1,-8,-8,-6,5,-2,3
Cc1ccc(OCC(O)CN2CCN(CC(O)COc3ccc(C)cc3Cl)CC2)c(Cl)c1 (stereo not given),-3,41,1,-14,-6,0,18,-4,17
C=CCN1C(=O)CS/C1=N\N=C\c1cccc([N+](=O)[O-])c1,0,11,0.92,16,-4,8,7,2,7
Cc1nn(-c2ccccc2)c(N2CCCC2)c1/C=N/NC(=O)c1cc(-c2ccccn2)nc2ccccc12,-2,18,0.96,7,-7,4,19,0,21
CCOC(=O)Nc1ccc2nc3n(c(=O)c2c1)CCCCC3,3,0,1,-3,-5,0,18,-2,23
Cn1nnnc1Sc1ncnc2scc(-c3ccccc3Br)c12,-4,23,1,3,-9,0,-3,-6,-5
COC(=O)c1c(C)[nH]c(C(=O)CSc2ccc(Cl)cc2)c1C,0,25,0.97,22,-6,3,12,-2,2
Cc1csc(NC(=O)CSc2nnc(-c3cccs3)n2C)n1,0,22,0.98,-7,-2,2,17,-2,-4
CN(C(=O)COC(=O)c1ccc(NS(=O)(=O)c2cccs2)cc1)C1CCCCC1,-1,15,1,14,-3,-3,19,-3,5
O=C(CCCN1C(=O)c2ccccc2C1=O)NCc1ccco1,0,6,0.99,3,-6,1,1,-2,3
C/C(=N\NC(=O)c1ccc(O)cc1)c1ccc2c(c1)Nc1ccccc1S2,-2,29,0.93,-4,-2,7,14,-6,24
O=C(CN1C(=O)NC2(CCCC2)C1=O)Nc1ccc(Cl)cc1F,-1,-1,1,-5,-6,0,-16,-2,4
CCOc1ccc(-c2noc(CCCC(=O)NC3CCCC3)n2)cc1OC,1,3,0.96,-4,-2,4,14,0,0
COc1cc2c(cc1NC(=O)COCC(=O)O)oc1ccccc12,-1,10,1.1,-2,-5,-13,1,-3,-13
CCOC(=O)C1CCCCN1Cc1cccc(C(F)(F)F)c1 (stereo not given),0,15,1,3,-2,-3,-12,-2,-12
COc1ccc(N2CCc3c(C)nc4c(OC)cc(OC)cc4c32)c(OC)c1,7,0,0.87,-2,8,13,13,-6,20
O=C(/C=C/c1cccs1)c1cc(F)ccc1OC(=O)N1CCOCC1,2,3,1,-1,1,-1,53*,-2,54*
Cc1ccccc1-n1nc2c(c1NC(=O)c1cc3ccccc3oc1=O)CS(=O)C2 (stereo not given),-1,13,0.93,5,-3,7,9,1,5
COCCNC(=O)c1cccc(OC2CCN(Cc3ccc(OC(F)F)cc3)CC2)c1,-5,8,0.97,0,-7,3,14,2,0
COc1ccc(CNC(=O)C(OC(=O)c2nsc(Cl)c2Cl)C(C)C)cc1 (stereo not given),2,20,0.92,-12,-1,8,2,-1,11
CC(=O)NC(C)C(=O)OCC(=O)c1ccc(-c2ccccc2)cc1 (stereo not given),0,13,0.96,-2,0,4,25,0,11
Cc1csc(NC(=O)c2c(O)c3c(n(CC(C)C)c2=O)CCCC3)n1,-1,-12,0.97,-10,-7,3,12,-3,16
Cc1ccc(-c2cc(Cc3ccncc3)c(=O)[nH]n2)cc1,3,5,1.1,10,19,-5,7,2,-17
Cc1cccc(-c2csc(N)c2C(=O)OC(C)C)c1,6,1,0.86,7,2,14,7,-4,0
CN1C(=O)/C(=C\c2ccc(N(C)C)cc2)OC1=S,-17,30,1.1,-11,-29,-11,10,-2,4
CCO[C@H]1OC(C(=O)N2CCN(C)CC2)=C[C@@H](c2coc3ccccc3c2=O)[C@@H]1CCCO,-3,2,1,16,-5,-2,-4,-2,-6
O=C(Nn1c(O)c(C=C2N=c3ccccc3=N2)sc1=S)c1ccccc1,-2,-10,0.74,7,-7,26,5,-2,6
Cc1csc(SCC(=O)NC2CCS(=O)(=O)C2)n1 (stereo not given),-5,17,0.94,-10,-5,6,4,3,-4
CC1CCN(c2oc(-c3cccc4ccccc34)nc2C#N)CC1,0,3,1.3,-8,-4,-31,5,-1,3

# Following part.
SMILES,A3A deaminase,NALP3 yeast inh,mIAP activ,hIAP block,A3G deaminase,mIAP inh,tim10-1 inh,beta cell repl,TIM10 inh
CCN(CC)C(=O)c1nc[nH]c1C(=O)N(CC)CC,-3,6,1,-4,-13,-4,10,-4,7
CN(C)c1ccc(-c2nnn(Cc3ccccc3Br)n2)cc1,1,10,1.1,-1,-3,-7,30,-1,29
CC(C)C(=O)Nc1c(-c2ccccc2F)c(=O)c2ccccc2n1C,-1,8,1.1,-9,-10,-6,14,1,-11
NC(=O)CC(NC(=O)Cc1cccc2ccccc12)c1ccc(N2CCN(c3ccccn3)CC2)c([N+](=O)[O-])c1 (stereo not given),-4,8,1,7,-6,-1,-6,-3,-15
Cc1cccc(N2CCN(C(=O)c3cccc(N4C(=O)C5CC=CC(C)C5C4=O)c3)CC2)c1C (stereo not given),2,9,1.1,5,-6,-8,34,-4,39
COC(=O)COc1cccc(NC(=O)COc2ccccc2)c1,-3,9,0.98,-6,-6,2,-2,-4,-5
COc1ccc(-c2c(C)cc3oc(=O)cc(-c4ccccc4)c3c2C)cc1C=O,3,·,1,·,0,-4,-11,·,-24
Cc1nc2c([nH]c3ccc(Br)cc32)s1,-1,39,1.1,5,-7,-13,12,0,18
Cc1nn(C)cc1/C=C/C(=O)c1ccccc1,3,5,1.1,5,3,-12,37,-6,23
CCOC(=O)Nc1nc(-c2ccccc2)c(C(=O)c2ccccc2)s1,0,10,1,2,1,-1,40*,-4,38
O=C(CSc1nc2ccccc2o1)N1c2ccccc2Sc2ccc(Cl)cc21,-3,14,1,-8,-6,-3,32,-6,-18
O=C(COC(=O)c1ccc([N+](=O)[O-])o1)Nc1ccc2c(c1)OCO2,3,14,0.98,-4,5,2,-90,-3,-103
C/C(=N\S(=O)(=O)c1ccc(C)cc1)N1CCCCC1,-1,8,0.89,4,-1,11,0,1,5
CC(=O)NC(C)Cc1cn(Cc2ccccc2)c2ccccc12 (stereo not given),-5,-11,1.1,-1,2,-6,37,-4,27
Cc1nc2[nH]c(=S)[nH]c2cc1Br,-2,18,0.91,-27,47*,9,2,0,-9
O=C(O)C1C2C=CC(C2)C1C(=O)N1CCN(CCO)CC1 (stereo not given),-2,1,0.94,11,-1,6,2,0,10
Oc1c(Cl)cc(Cl)cc1CNc1nc2ccccc2[nH]1,-5,0,1,-7,-4,-2,2,-4,10
Cc1cccc(C)c1OCC(=O)Nc1ccncc1,-1,8,0.94,26,0,6,-10,1,-6
Cc1cc(C(=O)N/N=C\c2cc(C(C)(C)C)c(O)c(C(C)(C)C)c2)n[nH]1,-2,16,0.98,-67,-7,2,10,-2,5
C=CCn1c(Oc2ccc(C=O)cc2OCC)nc2c1c(=O)n(C)c(=O)n2C,-3,14,0.93,3,-6,7,22,-7,27
CN(C(=O)N1CCN(S(=O)(=O)c2ccccc2)CC1)c1ccccc1,-8,21,1.2,-15,-12,-18,29,-2,8
Cc1ccc2c(c1)NC(=O)C(CC(=O)NCCCN1CCCCC1)O2 (stereo not given),1,-1,0.98,0,4,2,5,-1,11
O=C(Cn1c(=O)n(Cc2ccco2)c(=O)c2c3c(sc21)CCCC3)Nc1ccccc1,-11,11,1.5,-11,-5,-47,19,-3,2
CC(NC(=O)Cc1cccs1)c1ccncc1 (stereo not given),4,7,0.92,-3,-1,8,-3,2,-1
COc1ccc(N(C(=O)c2ccco2)C(C(=O)NC2CCCC2)c2ccncc2)cc1OC (stereo not given),-4,8,0.96,-8,-9,4,-26,4,8
O=C(/C=C/c1ccc([N+](=O)[O-])cc1)N1CCN(c2ccccc2F)CC1,-3,12,0.95,-14,-5,5,1,-1,3

# 3 entries already listed, ordered by their value in NALP3 yeast inh, ascending.
SMILES | A3A deaminase | NALP3 yeast inh | mIAP activ | hIAP block | A3G deaminase | mIAP inh
Cc1csc(NC(=O)c2c(O)c3c(n(CC(C)C)c2=O)CCCC3)n1 | -1 | -12 | 0.97 | -10 | -7 | 3
CC(C)C(=O)Nc1c(-c2ccccc2F)c(=O)c2ccccc2n1C | -1 | 8 | 1.1 | -9 | -10 | -6
CN(CCOc1ccc(Cl)cc1)C(=O)C1CCN(C(=O)c2ccc(F)cc2)CC1 | -3 | 14 | 0.96 | 2 | -5 | 4
